Assay outcomes: PubChem, Johns Hopkins Ion Channel Center
CHT allo act = allosterically activates the human high affinity choline transporter | Q9GZV3 | CHT-expressing cells, membrane potential dye, choline EC20; active compounds read high; LV-AA mutant CHT in HEK293 cells | B-score at 10 µM | 310,000 compounds, 0.49% hits;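 active means initial fluorescence not abnormally high and integrated response B-score, plate-corrected, over 3 SD above library mean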
Target sequence (Q9GZV3 whole entry, looked up): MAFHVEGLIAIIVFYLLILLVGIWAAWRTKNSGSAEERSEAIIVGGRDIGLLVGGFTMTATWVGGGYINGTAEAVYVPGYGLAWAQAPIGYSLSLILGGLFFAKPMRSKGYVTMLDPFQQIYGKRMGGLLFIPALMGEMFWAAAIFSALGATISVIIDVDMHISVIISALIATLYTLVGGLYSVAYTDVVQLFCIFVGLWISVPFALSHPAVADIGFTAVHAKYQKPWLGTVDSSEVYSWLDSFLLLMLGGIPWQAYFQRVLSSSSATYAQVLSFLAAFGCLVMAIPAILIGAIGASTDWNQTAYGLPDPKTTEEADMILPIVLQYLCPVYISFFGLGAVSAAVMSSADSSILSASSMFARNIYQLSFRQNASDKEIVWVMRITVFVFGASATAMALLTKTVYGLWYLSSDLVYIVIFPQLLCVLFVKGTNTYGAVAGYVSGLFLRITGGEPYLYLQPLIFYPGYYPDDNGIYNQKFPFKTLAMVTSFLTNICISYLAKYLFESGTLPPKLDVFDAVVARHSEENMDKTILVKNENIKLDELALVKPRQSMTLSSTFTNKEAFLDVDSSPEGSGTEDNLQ
CHT inh = inhibitors of human choline transporter CHT; AID 488975; CHT-expressing cells, membrane potential dye, choline response; active compounds read low; 310,000 compounds, 0.86% hits; B-score at 10 µM;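 active means B-score over 3 SD under the library average, and starting fluorescence ratio not unusually high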;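 further: choline stimulus applied at its EC90 after an EC20 pre-addition; B-score computed on integrated fluorescence ratio after choline addition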
Numbers without * were called inactive.

For Cc1ccc2nc(SCC(=O)Nc3cccc(S(=O)(=O)NC4=NCCCCC4)c3)[nH]c2c1 the results were CHT allo act inactive and CHT inh inactive.
`Fc1ccc2[nH]c3c(N4CCN(C5CCCCC5)CC4)ncnc3c2c1` gave CHT allo act inactive and CHT inh inactive.
O=C(O)CCCn1cc(NC(=O)c2ccc(F)cc2)cn1 was read as CHT allo act inactive and CHT inh inactive.
CCOC(=O)/C(C(=O)Nc1ccc(Cl)cc1Cl)=C1/NC(C)(C)Cc2ccccc21 was read as CHT allo act inactive and CHT inh inactive.
`COc1ccc(-c2cc(CCCC(=O)NCCc3ccc(OC)cc3OC)no2)cc1` gave CHT allo act inactive and CHT inh inactive.
CCCCNC(=S)Nc1ccc(Oc2ccccc2)cc1 was read as CHT allo act inactive and CHT inh inactive.
`O=[N+]([O-])CC1(n2nc3ccccc3n2)CCCCC1` gave CHT allo act inactive and CHT inh inactive.
CCC(=O)c1c[nH]c(C(=O)NCc2ccco2)c1 was read as CHT allo act inactive and CHT inh inactive.
Screening CCCOc1ccc(C(=O)N2CC3(CC(c4cccc(NC(=O)[C@@H]5CCC(=O)N5)c4)=NO3)C[C@H]2C(=O)NC2(C(N)=O)CC2)cc1 (stereo not given in full) returned CHT allo act inactive and CHT inh inactive.
For ClCc1cc2ccccc2nc1Cl the results were CHT allo act inactive and CHT inh inactive.
`CC(Nc1cc(N2CCN(S(C)(=O)=O)CC2)ccc1[N+](=O)[O-])c1ccccc1` (stereo not given) gave CHT allo act inactive and CHT inh inactive.
For C/C(=C\c1ccccc1)C(=O)c1c(C)cc(C)[nH]c1=O the results were CHT allo act inactive and CHT inh inactive.
O=S(=O)(c1ccc(Cl)cc1)N1CN(CC2CCCO2)c2nc3ccccc3nc21 (stereo not given) was read as CHT allo act inactive and CHT inh inactive.
`CCN(CC)N=Nc1ccc(S(N)(=O)=O)cc1` gave CHT allo act inactive and CHT inh inactive.
For CC(=O)NC(Cc1ccc(C)cc1)C(=O)NC1CCN(C(=O)c2cnccn2)CC1 (stereo not given) the results were CHT allo act inactive and CHT inh inactive.
O=C(COc1ccc(Br)cc1CNCCCN1CCOCC1)Nc1ccccc1 was read as CHT allo act inactive and CHT inh inactive.
Screening COc1cc(OC)c(OC)cc1CN1CCN(c2ccccc2OC)CC1 returned CHT allo act inactive and CHT inh inactive.
`COc1ccc(C(C)C)cc1S(=O)(=O)n1ccnc1C` gave CHT allo act inactive and CHT inh inactive.
`Cc1ccc(-c2nnc(-c3cccc(Br)c3)o2)cc1` gave CHT allo act inactive and CHT inh inactive.
Screening CCOc1ccccc1N1C(=O)CC(N(O)c2ccccc2)C1=O (stereo not given) returned CHT allo act inactive and CHT inh inactive.
Screening COCCCN(C(=O)CCSc1ccc(F)cc1)c1c(N)n(Cc2ccccc2)c(=O)[nH]c1=O returned CHT allo act inactive and CHT inh inactive.
O=C(NC(=S)Nc1nc(-c2ccccc2)cs1)c1cccnc1 was read as CHT allo act inactive and CHT inh inactive.
For CCOC(=O)C1CCN(S(=O)(=O)c2ccc(C(C)=O)cc2)CC1 the results were CHT allo act inactive and CHT inh inactive.
O=S(=O)(Nc1nc2ccccc2s1)c1cc(F)ccc1F was read as CHT allo act inactive and CHT inh inactive.
For O=C(NCCc1ccccc1)c1ccc2nc(N3CCOCC3)sc2c1 the results were CHT allo act inactive and CHT inh inactive.
CCOc1ccc(NC(=O)CSc2nc3ccccc3c(=O)n2CCCC(=O)NCCCN2CCCC2=O)cc1 was read as CHT allo act inactive and CHT inh inactive.
`Nc1nc(SCC(=O)NCc2ccccc2Cl)[nH]c(=O)c1NC(=O)c1ccccc1F` gave CHT allo act inactive and CHT inh inactive.
`O=C(NCc1ccccc1)c1ccccc1Br` gave CHT allo act inactive and CHT inh inactive.
Screening O=c1[nH]n2c(=O)c3c([nH]c2c1N=Nc1cccc(Cl)c1)CCCC3 returned CHT allo act inactive and CHT inh inactive.
Cc1ccc(NC(=O)C(C)OC(=O)c2n[nH]c3ccccc23)cc1 (stereo not given) was read as CHT allo act inactive and CHT inh inactive.

Molecules from the list above that have bromine:
O=C(COc1ccc(Br)cc1CNCCCN1CCOCC1)Nc1ccccc1 was read as CHT allo act inactive and CHT inh inactive.
`Cc1ccc(-c2nnc(-c3cccc(Br)c3)o2)cc1` gave CHT allo act inactive and CHT inh inactive.
`O=C(NCc1ccccc1)c1ccccc1Br` gave CHT allo act inactive and CHT inh inactive.

Next part:
`Cc1ccc(NC(=O)c2ccc(S(=O)(=O)N3CCOCC3)cc2)nc1` gave CHT allo act inactive and CHT inh inactive.
CCOc1ccc(C2C(C(=O)c3ccco3)=C(O)C(=O)N2CCCn2ccnc2)cc1OCC (stereo not given) was read as CHT allo act inactive and CHT inh inactive.
`O=C(CSc1ncccc1-c1nc2ccccc2[nH]1)N1CCN(c2ccccc2F)CC1` gave CHT allo act inactive and CHT inh inactive.
Screening COc1ccc(N2CCN(C(=O)CCC(=O)N3CC(C)Oc4ccccc43)CC2)cc1 (stereo not given) returned CHT allo act inactive and CHT inh inactive.
Screening Cn1c(=O)c2c(ncn2CC(=O)NC(C)(C)C)n(C)c1=O returned CHT allo act inactive and CHT inh inactive.
For CC(=O)C1=C(C)N(CC2CC2)C(=O)N[C@H]1c1ccc(Br)cc1 the results were CHT allo act inactive and CHT inh inactive.
Screening COc1ccc(CCN=Cc2c(C)[nH]n(-c3ccc([N+](=O)[O-])cc3)c2=O)cc1OC returned CHT allo act inactive and CHT inh inactive.
Screening Cc1cccc(NC(=O)CNC(=O)c2ccc(-n3cncn3)c([N+](=O)[O-])c2)c1C returned CHT allo act inactive and CHT inh inactive.
COc1ccccc1NS(=O)(=O)CC12CCC(CC1=O)C2(C)C (stereo not given) was read as CHT allo act inactive and CHT inh inactive.
Screening COc1ccc(CCn2c(NN=C3CCCC3)nc3c2c(=O)[nH]c(=O)n3C)cc1 returned CHT allo act inactive and CHT inh inactive.
Screening COc1ccc(C(=O)O)cc1S(=O)(=O)N(C)CCc1ccccn1 returned CHT allo act inactive and CHT inh inactive.
For Cc1cccc(C)c1NC(=O)CNc1ccccc1 the results were CHT allo act inactive and CHT inh inactive.
Cc1ccc(S(=O)(=O)N2CCN(C(=O)c3cc4c(C)nn(-c5ccccc5)c4s3)CC2)cc1 was read as CHT allo act inactive and CHT inh inactive.
For C/C(Cl)=C\Cn1c(=O)c2c(nc3n2CCS3)n(C)c1=O the results were CHT allo act inactive and CHT inh inactive.
For CCn1ncc(N(C)N)c(Cl)c1=O the results were CHT allo act inactive and CHT inh inactive.
COc1ccc(Cl)cc1S(=O)(=O)N1CCCC(C(=O)NCC(N)=O)C1 (stereo not given) was read as CHT allo act inactive and CHT inh inactive.
`CCC(=O)Nc1ccc2oc(-c3cccnc3)nc2c1` gave CHT allo act inactive and CHT inh inactive.
For COc1ccc(NC(=O)CS(=O)c2cccc(Cl)c2)cc1 (stereo not given) the results were CHT allo act inactive and CHT inh inactive.
For COC(=O)N/N=C(\C)c1ccc(Br)cc1 the results were CHT allo act inactive and CHT inh inactive.
`CC(=O)c1ccc(NC(=O)Cn2cnc(S(=O)(=O)N3CCCC3)c2)cc1` gave CHT allo act inactive and CHT inh inactive.
`CCCN1C(=O)C(NC(C)=O)c2cc(OC)ccc21` (stereo not given) gave CHT allo act inactive and CHT inh inactive.
O=C(c1ccccc1)N1CCCC(c2ccc(Cl)cc2)=N1 was read as CHT allo act inactive and CHT inh inactive.
Screening CCCCn1c(SCC(=O)Nc2cc(NC(=O)c3ccco3)ccc2C)nc2ccccc2c1=O returned CHT allo act inactive and CHT inh inactive.
`COc1ccc(N(C(=O)C2COc3ccccc3O2)C(C(=O)NC2CCCCC2)c2ccccc2)cc1OC` (stereo not given) gave CHT allo act inactive and CHT inh inactive.
For CCn1c(SCC(=O)NNC(=S)Nc2ccccc2)nnc1-c1ccc(Cl)cc1 the results were CHT allo act inactive and CHT inh inactive.
For CCCN(CCO)Cc1ccc2ccccc2c1 the results were CHT allo act inactive and CHT inh inactive.
For C[C@H](NC(=O)OC(C)(C)C)c1nnc(SCC(=O)c2ccc(Cl)cc2)o1 the results were CHT allo act inactive and CHT inh -5.3*.
For CSc1cccc(NC(=O)COc2cccc3ccccc23)c1 the results were CHT allo act inactive and CHT inh inactive.
CCSc1nnc(NC(=O)c2cccc3ccccc23)s1 was read as CHT allo act inactive and CHT inh inactive.
For N#CC(=C=[N-])c1nc2ccccc2nc1-[n+]1ccccc1 the results were CHT allo act inactive and CHT inh inactive.
Screening Cc1ccc(NC(=O)c2cc(S(=O)(=O)N3CCOCC3)c(Br)s2)cc1 returned CHT allo act inactive and CHT inh inactive.
For O=C(NCC(c1cccnc1)N1CCN(c2ccccc2F)CC1)c1ccccc1 (stereo not given) the results were CHT allo act inactive and CHT inh inactive.
`COc1ccc(NC(=S)N2CCN(C(=O)c3ccco3)CC2)cc1OC` gave CHT allo act inactive and CHT inh inactive.
`COc1ccc(OC)c(Nc2nc3nonc3nc2N2CCCCC2)c1` gave CHT allo act inactive and CHT inh inactive.
For O=C(Nc1nnc(C(F)(F)F)s1)c1ccc(Br)s1 the results were CHT allo act inactive and CHT inh inactive.
For Cc1cc(Cc2ccc([N+](=O)[O-])cc2)c(C)cn1 the results were CHT allo act inactive and CHT inh inactive.
For O=C(O)CCCC(=O)N1CCCC1 the results were CHT allo act inactive and CHT inh inactive.
For Cc1cccc(OCc2nc(-c3ccc(-n4cccc4)cc3)no2)c1 the results were CHT allo act inactive and CHT inh inactive.
CCC1CCCCN1CCCNC(=O)CNC(=O)c1nn(-c2ccc(OC)c(Cl)c2)c(=O)c2ccccc12 (stereo not given) was read as CHT allo act inactive and CHT inh inactive.
`Cc1nnc(N/N=C/C2CC=CCC2)[nH]c1=O` (stereo not given) gave CHT allo act inactive and CHT inh inactive.
`O=C(NCc1ccccn1)C(=O)Nc1cccc2ccccc12` gave CHT allo act inactive and CHT inh inactive.
`CC(C)[C@H](NC(=O)N1CCn2c1nc1ccccc12)C(=O)NCc1ccc2c(c1)OCO2` gave CHT allo act inactive and CHT inh inactive.
COc1ccccc1N1CCN(C2CCCN(C(=O)CN3CCCCC3=O)C2)CC1 (stereo not given) was read as CHT allo act inactive and CHT inh inactive.
`O=C(COC(=O)c1ccccc1NC(=O)c1ccccc1)c1ccc([N+](=O)[O-])cc1` gave CHT allo act 6.4* and CHT inh inactive.
`CN(CC(=O)Nc1ccc(C#N)cc1)Cc1ccc(Cl)cc1` gave CHT allo act inactive and CHT inh inactive.
Screening O=C(CN(C(=O)CNC(=O)c1cccs1)c1ccccc1F)NC1CCCC1 returned CHT allo act inactive and CHT inh inactive.
O=C(Cc1ccccc1[N+](=O)[O-])NCc1ccccc1Cl was read as CHT allo act inactive and CHT inh inactive.
Screening COc1ccc(CNC(=O)C(=O)NCC2CCCN2S(=O)(=O)c2cccs2)cc1 (stereo not given) returned CHT allo act inactive and CHT inh inactive.
`COc1ccc(OC)c2[nH]c(=O)c(CCNC(=O)c3ccc(Br)o3)cc12` gave CHT allo act inactive and CHT inh inactive.
Screening O=C1CC(c2nc3ccccc3[nH]2)CN1Cc1ccccc1 (stereo not given) returned CHT allo act inactive and CHT inh inactive.
C=CCNC(=O)c1onc(CSc2cc(C)cc(C)c2)c1C(=O)NCC=C was read as CHT allo act inactive and CHT inh inactive.
For COc1ccc(N(C(=O)Cn2nnc3ccccc32)C2(C(=O)NC3CCCC3)CCCCC2)cc1 the results were CHT allo act inactive and CHT inh inactive.
Screening CC(C)CC(OC(=O)CC1Sc2ccccc2NC1=O)C(=O)NC1CCCC1 (stereo not given) returned CHT allo act inactive and CHT inh inactive.
`CC(Nc1n[nH]c(=S)[nH]c1=O)C(=O)OCc1ccccc1` (stereo not given) gave CHT allo act inactive and CHT inh inactive.
For COc1ccc(CNC(=O)CSc2nc(C)cs2)cc1 the results were CHT allo act inactive and CHT inh inactive.
Screening CCCS(=O)(=O)N1CCN(C(=O)c2cccs2)CC1 returned CHT allo act inactive and CHT inh inactive.
Screening Cc1ccc2c(c1)N(CCC(=O)NCc1cccs1)C(=O)C(C)O2 (stereo not given) returned CHT allo act inactive and CHT inh inactive.
For CCOC(=O)C1CCCCN1S(=O)(=O)c1ccc2c(c1)CC(C)N2C(=O)C1CCC1 (stereo not given) the results were CHT allo act inactive and CHT inh inactive.
Screening CCS(=O)(=O)N1Cc2ccccc2CC1C(=O)Nc1nnc(SCc2c(Cl)cccc2Cl)s1 (stereo not given) returned CHT allo act inactive and CHT inh inactive.
Cc1nc2ccc(NC(=O)CS(=O)(=O)c3ccc(F)cc3)cc2s1 was read as CHT allo act inactive and CHT inh inactive.
Screening COC(=O)c1cc(OC)c(OC)cc1NC(=S)Nc1cccc(C(C)=O)c1 returned CHT allo act inactive and CHT inh inactive.
For COc1ccccc1N(C)S(=O)(=O)c1ccc(C(=O)OCC(=O)NCCC2=CCCCC2)cc1 the results were CHT allo act inactive and CHT inh inactive.

An excerpt from above in order of SMILES length, highest first:
For CCOC(=O)C1CCCCN1S(=O)(=O)c1ccc2c(c1)CC(C)N2C(=O)C1CCC1 (stereo not given) the results were CHT allo act inactive and CHT inh inactive.
`COc1ccc(OC)c2[nH]c(=O)c(CCNC(=O)c3ccc(Br)o3)cc12` gave CHT allo act inactive and CHT inh inactive.
C=CCNC(=O)c1onc(CSc2cc(C)cc(C)c2)c1C(=O)NCC=C was read as CHT allo act inactive and CHT inh inactive.
Cc1nc2ccc(NC(=O)CS(=O)(=O)c3ccc(F)cc3)cc2s1 was read as CHT allo act inactive and CHT inh inactive.
Screening Cc1ccc2c(c1)N(CCC(=O)NCc1cccs1)C(=O)C(C)O2 (stereo not given) returned CHT allo act inactive and CHT inh inactive.
